# Lipid storage S3: qHTS Assay for Lipid Storage Modulators in Drosophila S3 Cells; Drosophila S3 cells, BODIPY lipid droplet fluorescence, 18-24 h; cells fed with added oleic acid; Potency in µM for hits, for the others lipid storage change, negative = inhibition, % at the top dose, mostly 46.1 µM; 320,000 tested, 0.64% active; AID 2685; active means well fitted inhibition curve with a large enough effect in the signal ratio, with a control signal flat, not every such curve was filed as active; inconclusive means small, poorly fitted or top-dose-only effect, or effect the other way, or a change in a side signal; the % refers to the signal ratio
#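 Drosophila S3 cells got compounds at several concentrations plus oleic acid (400 uM solution). Laser-scanning cytometry with 488 nm excitation read lipid droplets at 500-530 nm and cells at 575-640 nm. Percent activity was relative to 20 uM Triacsin C.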
# Lipid storage S3 cell count max: second read-out of Lipid storage S3, no call of its own (marks repeat the call); cell number change, %; measured here: cell count max response;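 cells counted by Cell Tracker Red CMTPX staining in the red channel; peak over a dose series mostly up to 46.1 µM; percent activity relative to internal control wells on each plate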
# The depositor's hits bear a star; i = inactive; ? = inconclusive; / = not tested or not shown; [ ] = remark or other dose. On the % scale 0 is the no-effect control and ±100 the full control effect; potency means the concentration at half of the fitted maximal effect. This is a subset; the hit share may differ from the screen's.
# Screens in order: Lipid storage S3	Lipid storage S3 cell count max
- CCOc1ccc(OCc2ccc(C(=O)N3CCCC(C)C3)cc2)cc1 (stereo not given)
    i	17
- CCOC(=O)C1CCN(C(=O)c2ccccc2CCc2ccccc2)CC1
    ?	/
- COc1ccccc1NC(=O)COC(=O)c1ccc2c(c1)OCCO2
    -13%	-11
- Cc1cc(/C=C2/NC(=O)NC2=O)c(C)n1-c1ccc(N2CCOCC2)cc1
    24%	28
- Cn1cnnc1SCC(=O)OCN1C(=O)c2ccccc2C1=O
    0%	-21
- O=C(Cc1ccccc1)NN1C(=O)c2ccccc2C1=O
    -11%	-20
- N#CC(C(=O)NC1CCCCC1)c1nc2ccccc2nc1N1CCN(c2ccc(F)cc2)CC1 (stereo not given)
    ?	/
- COc1ccc(Nc2nc(N)c3ccccc3n2)c(OC)c1
    ?	/
- COc1ccc(/C=C2\SC(=S)N(CCC(=O)Nc3ccc(O)cc3)C2=O)cc1
    -7%	14
- CCOC(=O)C1=C(c2ccccc2)N2CCS(=O)(=O)N=C2S1
    ?	/
- Cc1ccc(NC(=O)CSc2ccccn2)cc1S(=O)(=O)N1CCOCC1
    ?	/
- O=C(Nc1ccccc1)N1CCCN(c2nccc(C(F)(F)F)n2)CC1
    ?	/
- CC(C)c1ccccc1NS(C)(=O)=O
    -1%	6
- CN(CC(=O)Nc1ccc(F)c(F)c1F)C(=O)CC1CCCCC1
    ?	/
- O=C(NCc1ccco1)c1cc(C(=O)C2CCCCC2)c[nH]1
    20%	-10

# The list goes on.
# Screens in order: Lipid storage S3	Lipid storage S3 cell count max
- CC(C)CC(c1nnnn1Cc1ccccc1)N1CCC(C(N)=O)CC1 (stereo not given)
    0%	1
- Cc1ccc(CNC(=O)c2cccc3c2C(=O)c2ccc(N4CCCCC4)cc2S3(=O)=O)cc1
    ?	/
- COc1cccc(N2CCN(c3ccc4nnc(CCC(=O)N5CCN(C)CC5)n4n3)CC2)c1
    ?	/
- COCCNC(=O)COc1ccccc1Cl
    ?	/
- N#CCCN1CCN(Cc2ccccc2)CCC1=O
    ?	/
- COc1ccccc1OCCC(=O)OCC(=O)Nc1cccc(Br)c1
    0%	-12
- COc1ccc(-c2ccc(CCC(=O)O)n2C(C)C)cc1
    -14%	9
- O=C(Nn1cnc2ccccc2c1=O)c1ccc(Cl)c([N+](=O)[O-])c1
    ?	/
- CNc1nc(Oc2ccc(=O)n(C)n2)nc(N2CCOCC2)n1
    ?	/
- CCCN(CCC)Cc1c(C(=O)N/N=C/c2ccc(Br)cc2)nnn1-c1nonc1N
    i	30
- Cc1cc(C)c(NC(=O)CS(=O)CC(=O)N2CCN(c3ccccc3)CC2)c(C)c1 (stereo not given)
    ?	/
- CCc1noc(C)c1C(=O)NCCc1ccc(S(N)(=O)=O)cc1
    -6%	1
- COC(CC(=O)NNC(=S)Nc1ccccc1)OC
    ?	/
- CNCC(O)COc1ccccc1 (stereo not given)
    ?	/
- CN(C(=O)COC(=O)c1ccc2[nH]c3c(c2c1)CCCC3)C1CCS(=O)(=O)C1 (stereo not given)
    ?	/

# More compounds follow:
# Screens in order: Lipid storage S3	Lipid storage S3 cell count max
- COc1ccc(N2CCN(C(=O)C3Cc4ccccc4CN3C(=O)c3ccccc3)CC2)cc1 (stereo not given)
    9%	/
- CCOC(=O)c1cc2c(=O)n3ccccc3nc2n(Cc2ccccc2Cl)c1=N
    ?	/
- Cc1ccc(F)c(C2=CC(=O)C[C@H](c3ccc(F)cc3)C2)c1
    7%	-3
- CCOc1cc(C(=O)N2CCCN(C)CC2)cc(OCC)c1OCC
    ?	/
- O=C(COC(=O)C1=NN(c2ccccc2)C(=O)CC1)Nc1ccc([N+](=O)[O-])cc1C(F)(F)F
    1%	12
- COc1ccccc1CC(NC(C)=O)C(=O)NC1CCN(C(=O)Nc2ccc(F)cc2)CC1 (stereo not given)
    ?	/
- COc1ccccc1CNC(=O)[C@H](Cc1c[nH]c2ccccc12)NC(=O)[C@@H]1Cc2ccccc2CN1
    i	17
- Cc1ncoc1C(=O)Nc1cccc(Cl)c1
    ?	/
- CCN(CC)c1nc(N2CCOCC2)nc2ccccc12
    ?	/
- O=C(Nc1cccc(F)c1)[C@@H]1CCCN1
    15%	13
- Cc1ccc(S(=O)(=O)NN2C(=O)c3ccccc3NC2C)cc1 (stereo not given)
    16%	-3
- Nc1nc(CSc2nc3ccccc3s2)nc(Nc2ccccc2)n1
    ?	/
- CN1CCN(CC(=O)c2cc(C(C)(C)C)c(O)c(C(C)(C)C)c2)CC1
    i	16
- O=C(Nc1ccccn1)c1c(O)c2cccc3c2n(c1=O)CCC3
    10%	-11
- CC1CCN(C(=O)Cn2nnnc2CN2CCOCC2)CC1
    -7%	/

# Next part:
# Screens in order: Lipid storage S3	Lipid storage S3 cell count max
- Cc1csc(Nc2ccc(Cl)cc2)n1
    9%[9.22 µM]	8
- Cc1ccc(Cn2c(O)c(N=NC(=S)Nc3ccccc3F)c3ccccc32)cc1
    ?	/
- O=C(NC1CCCc2c1cnn2-c1ccccc1F)c1ccccc1N1CCOCC1 (stereo not given)
    ?	/
- Cc1cc(NN)nc(NS(=O)(=O)c2ccc(Cl)cc2)n1
    -12%	-14
- Cc1ccc2c(c1)NCC(C(=O)NCc1ccccc1)O2 (stereo not given)
    -6%	/
- CCCCCCc1cc2cc(S(=O)(=O)c3ccc(F)c(Cl)c3)c(=O)oc2cc1O
    ?	/
- O=C(CNC(=O)c1ccc(Br)o1)Nc1cccc(S(=O)(=O)N2CCOCC2)c1
    25%	11
- N#Cc1c2n(cnc1=O)CCCCC2
    ?	/
- CC1CN(c2nn3c(=O)c4ccccc4nc3c3ccccc23)CC(C)O1 (stereo not given)
    i	/
- COc1ccccc1-c1nc(-c2ccccn2)no1
    ?	/
- Cc1nc(-c2ccncc2)sc1C(=O)Nc1ccc(Br)cc1
    -6%	-5
- O=S(=O)(/C=C/c1ccccc1)Nc1ccc(N2CCOCC2)cc1
    i	12
- CCOC(=O)/C(C#N)=N\Nc1ccc(S(=O)(=O)Nc2nc(C)cc(C)n2)cc1
    1%	0
- O=C1CCN(Cc2ccccc2)C(=O)N1c1ccccc1
    -5%	-5
- Cc1nnc(SCCC(=O)Nc2ccc(F)cc2)s1
    i	-18

# Other compounds follow:
# Screens in order: Lipid storage S3	Lipid storage S3 cell count max
- CN(C(=O)CSc1ncnc2sc3c(c12)CCC3)C1CCS(=O)(=O)C1 (stereo not given)
    ?	/
- CC(=O)NC1=NN(C(C)=O)C(C)(c2ccc(Cl)s2)S1 (stereo not given)
    0%	-9
- CC(=O)c1cccc(CN2CCC(C(=O)Nc3ccc(-c4cccc(C)c4)cc3)CC2)c1
    ?	/
- COc1cccc(Cl)c1NC(=O)N1CCc2c([nH]c3ccccc23)C1C(F)(F)F (stereo not given)
    ?	/
- C=CCn1c2ccccc2c2nnc(SC(CC)C(=O)Nc3sc4c(c3C#N)CCCC4)nc21 (stereo not given)
    i	19
- Cc1cc(C)cc(NC(=O)C2CCCN2S(=O)(=O)c2ccc3c(c2)C(C)(C)C(=O)N3C)c1 (stereo not given)
    ?	/
- CC1=C(C(=O)Nc2ccccc2)C(c2cccnc2)n2nc(-c3cccnc3)nc2N1 (stereo not given)
    ?	/
- O=C1CCc2cc(S(=O)(=O)NC3CCCCC3)cc3c2N1CC3
    i[0.0737 µM]	/
- COC(=O)Oc1cncc(C(=O)O)c1
    0%	-3
- CC(=O)C1=C(O)C(=O)N(c2ccc(C)cc2)C1c1ccc([N+](=O)[O-])cc1 (stereo not given)
    ?	/
- O=C1CNC(=O)/C1=C/c1ccc(O)cc1
    ?	/
- O=S(=O)(c1ccccc1)N1CCSC1c1ccco1 (stereo not given)
    ?	/
- COc1ccccc1N1CC(C)(C)C(=O)N(C(=O)c2c(F)cccc2Cl)C1=S
    -9%	-8
- CC(NC(=O)C(=S)N1CCN(C)CC1)c1ccccc1 (stereo not given)
    ?	/
- Cc1ccc(OC(=O)CCC(=O)N2CCc3ccccc32)cc1
    ?	/

# (next part)
# Screens in order: Lipid storage S3	Lipid storage S3 cell count max
- Cc1ccc(C(=O)Nc2cc(C(C)C)c(O)c(C(C)C)c2)cc1
    ?	/
- O=C(CN1C(=O)C2C3C=CC(C3)C2C1=O)N1CC=C(c2ccccc2)CC1 (stereo not given)
    -22%	-6
- CCCCSc1nc(O)c(C2OC(=O)c3c2ccc(OC)c3OC)c(=O)n1-c1ccccc1 (stereo not given)
    4%	1
- Nc1ccc(N(CCO)CCO)cc1
    ?	/
- COC(=O)c1c(NC(=O)c2nn(C)cc2Cl)sc2c1CCCC2
    5%	-2
- Cc1cccc(C(=O)NCCNC(=O)c2ccccn2)c1
    ?	/
- C=CCNC(=O)c1scc2c1CCCC2
    7%	14
- Cc1cc(S(=O)(=O)Nc2ccc(C(=O)NCc3ccncc3)cc2)ccc1F
    ?	/
- CCCCn1c(N)c(N(CC(C)C)C(=O)CCC2CCCCC2)c(=O)[nH]c1=O
    8%	-8
- COc1ccc(CN2C(=O)CC(Cc3ccc(C)cc3)C2=O)cc1OC (stereo not given)
    5%	1
- CCOC(=O)c1sc(NC(=O)c2ccc(S(=O)(=O)N3CCCCCC3)cc2)nc1-c1ccccc1
    5%	-2
- COc1ccc(CCNC2CCc3ccccc3C2)cc1 (stereo not given)
    20%	0
- N=c1cc(C2(O)CCCCC2)n2c(nc3ccccc32)s1
    ?	/
- CCCN1C(=O)C2(OCCO2)c2cc(Cl)ccc21
    ?	/
- Cc1ccc(NC(=O)Nc2cccs2)c(Cl)c1
    16%	-16

# Later entries
# Screens in order: Lipid storage S3	Lipid storage S3 cell count max
- CNc1oc(-c2ccccc2Cl)nc1P(=O)(c1ccccc1)c1ccccc1
    ?	/
- Oc1ccccc1C=NC1CCCCC1N=Cc1ccccc1O (stereo not given)
    ?	/
- COC(=O)c1cc(S(=O)(=O)NCC2CCN(CCc3cccs3)CC2)c[nH]1
    ?	/
- O=C1NCCCC1C(=O)N/N=C/c1ccccc1[N+](=O)[O-] (stereo not given)
    -1%	-20
- O=C(COC(=O)CN1C(=O)c2ccccc2C1=O)Nc1ccccc1[N+](=O)[O-]
    ?	/
- Cc1ccccc1NC(=O)NCc1ccco1
    ?	/
- COc1ccc(CCN2CC(C(=O)OCC(=O)N(C)Cc3ccccc3)CC2=O)cc1OC (stereo not given)
    ?	/
- CCOC(=O)C1CCCN(C(=O)CCc2nc3sc4c(c3c(=O)[nH]2)CCCC4)C1 (stereo not given)
    ?	/
- Nc1nc(CN2CCc3ccccc3C2)nc(Nc2ccccc2)n1
    i	/
- COc1ccc2nc(COC(=O)c3ccco3)c(C(C)=O)[n+]([O-])c2c1
    16%	-14
- CC(=O)N1CCc2c(sc(NC(=O)c3cccc(N4C(=O)CCC4=O)c3)c2C(N)=O)C1
    14%	15
- COc1ccc(-c2c(C(F)(F)F)nn(C)c2NC(=O)c2cccnc2)cc1
    ?	/
- COc1ccc(C=C(c2ccc(OC)cc2)c2ccc(OC)cc2)cc1
    ?	/
- CC(=O)NC(Cc1ccc(O)cc1)C(=O)NN (stereo not given)
    ?	/
- O=C(Nc1ccc2c(c1)C(=O)NC2=O)c1ccccc1Cl
    ?	/

# Continuation.
# Screens in order: Lipid storage S3	Lipid storage S3 cell count max
- CCOc1ccc(C(=O)N2CCN(c3ccccn3)CC2)cc1OCC
    ?	/
- CC1CN(C(=O)c2ccc(-c3ccccc3Cl)o2)CC(C)O1 (stereo not given)
    i	/
- CC1=C(C(=O)N2CCOCC2)C(c2ccc(Br)cc2)NC(=S)N1c1ccccc1 (stereo not given)
    ?	/
- CCCCN(C)C(=O)c1cc2c(s1)-c1ccccc1S(=O)(=O)C2
    ?	/
- CCOC(=O)N1CCc2c(sc3c2c(=O)n(Cc2ccccc2)c(=O)n3Cc2ccc(C)cc2)C1
    ?	/
- CC1CCCN(CC(O)COCc2ccc3c(c2)OCO3)C1 (stereo not given)
    i	/
- COc1ccccc1CNC(=O)Cc1ccc(Br)cc1
    15%	-13
- COc1cccc(C(C(=O)NC(C)(C)C)N(C(=O)CCC(=O)Nc2cc(C)on2)c2ccc3c(c2)OCCO3)c1OC (stereo not given)
    ?	/
- CC(C)c1ccc(NC(=O)CN2CCN(C(=O)C3CCCO3)CC2)cc1 (stereo not given)
    ?	/
- Nn1c(SCC(=O)Nc2c(Cl)cccc2Cl)nncc1=O
    14%	/
- O=C(CSc1nc2ccccc2c(=O)n1C1CC1)NCc1ccccc1
    6%	9
- CCC(Cc1ccccc1)NC(=O)CCn1cccc1 (stereo not given)
    i	20
- O=C(Oc1ccc2c(c1)OCO2)c1cccs1
    -16%	-13
- O=C(Cn1cnnn1)NCCc1ccc(Cl)cc1Cl
    ?	/
- C/C(=N\S(=O)(=O)c1ccc(C)cc1)NC(=S)Nc1ccc(C)cc1
    ?	/
- O=C(NN1C(=O)C2C(C1=O)C1C=CC2C12CC2)c1ccc(Cl)cc1 (stereo not given)
    -3%	-12
- Cc1ccc(C)c(S(=O)(=O)N2CCN(C(=O)c3cccnc3)CC2)c1
    ?	/

# Given with tabs: part of the list above.
molecule	Lipid storage S3	Lipid storage S3 cell count max
CCCN1C(=O)C2(OCCO2)c2cc(Cl)ccc21	?	/
O=C(CSc1nc2ccccc2c(=O)n1C1CC1)NCc1ccccc1	6%	9
COc1ccc(Nc2nc(N)c3ccccc3n2)c(OC)c1	?	/
COc1cccc(Cl)c1NC(=O)N1CCc2c([nH]c3ccccc23)C1C(F)(F)F (stereo not given)	?	/
CC(=O)C1=C(O)C(=O)N(c2ccc(C)cc2)C1c1ccc([N+](=O)[O-])cc1 (stereo not given)	?	/
COc1ccc(/C=C2\SC(=S)N(CCC(=O)Nc3ccc(O)cc3)C2=O)cc1	-7%	14

# Screening data: PubChem BioAssay, National Center for Advancing Translational Sciences (NCATS)
